HDAC3 inhib: blocks human histone deacetylase 3 | recombinant HDAC3, fluorogenic peptide/trypsin coupled, fluorescence | inhibition, % at 8.3 µM | AID 2718 | hit rate 0.15% among 320,000; in the data active means inhibition above about 26%, passing the limit was not always enough
GSK3 alpha inh: blocks human GSK-3 alpha kinase | ADP-Glo luminescence, 60 min | inhibition, % at 10 µM | hit rate 0.1% among 320,000 | AID 2650;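 in the data active means inhibition above about 50%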;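 further: GST-tagged GSK-3 alpha with peptide substrate and 25 µM ATP; 0% = DMSO neutral wells and 100% = GW8510 positive control wells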
Target sequence (P49840 whole entry, looked up): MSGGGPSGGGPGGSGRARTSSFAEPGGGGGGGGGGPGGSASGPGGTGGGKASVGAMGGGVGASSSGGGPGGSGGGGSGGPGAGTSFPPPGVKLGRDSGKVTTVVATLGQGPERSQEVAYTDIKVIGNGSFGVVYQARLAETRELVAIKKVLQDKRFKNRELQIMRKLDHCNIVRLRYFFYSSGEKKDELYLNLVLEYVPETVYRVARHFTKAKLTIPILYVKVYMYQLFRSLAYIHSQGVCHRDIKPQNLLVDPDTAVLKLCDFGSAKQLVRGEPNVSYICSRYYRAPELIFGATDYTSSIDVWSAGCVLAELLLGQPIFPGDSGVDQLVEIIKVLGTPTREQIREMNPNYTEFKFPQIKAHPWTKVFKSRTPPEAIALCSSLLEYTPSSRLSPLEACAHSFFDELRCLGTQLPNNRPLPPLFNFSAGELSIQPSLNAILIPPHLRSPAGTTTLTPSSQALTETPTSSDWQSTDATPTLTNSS
Dyrk1A ADPGlo: blocks rat Dyrk1A kinase activity. Q63470. ADP-Glo luminescence, NFATc1 peptide. inhibition, % at 12.5 µM. hit rate 0.43% among 310,000. AID 504441; in the data active means inhibition above about 50%;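 further: plate controls were vehicle with enzyme for no effect and no enzyme for full effect; many of its hits are not listed in these tables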
KCNK3 block: human KCNK3 channel inhibition, primary screen; O14649; CHO-KCNK3 thallium flux, FluxOR fluorescence; hits give low values; B-score at 10 µM; hit rate 0.84% among 340,000; AID 602410;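 active means B-score under library mean minus 4 SD, starting fluorescence ratio at most library mean plus 5 SD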;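 further: more negative B-score means stronger inhibition of thallium flux through KCNK3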
Target sequence (O14649 whole entry, looked up): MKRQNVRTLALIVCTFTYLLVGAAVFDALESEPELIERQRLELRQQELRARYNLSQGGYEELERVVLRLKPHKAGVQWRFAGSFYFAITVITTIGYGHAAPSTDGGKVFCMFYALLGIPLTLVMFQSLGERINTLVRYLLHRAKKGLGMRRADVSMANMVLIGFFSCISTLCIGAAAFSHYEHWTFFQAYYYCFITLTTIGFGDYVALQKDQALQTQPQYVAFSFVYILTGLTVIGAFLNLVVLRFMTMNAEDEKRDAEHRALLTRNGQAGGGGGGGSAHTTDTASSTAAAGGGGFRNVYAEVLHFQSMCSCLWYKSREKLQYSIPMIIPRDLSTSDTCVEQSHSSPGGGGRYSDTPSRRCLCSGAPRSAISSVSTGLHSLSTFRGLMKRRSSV
Active calls of the source: *; i = inactive. Only part of the results is shown; the hit share may differ from the screen's.

SMILES	HDAC3 inhib	GSK3 alpha inh	Dyrk1A ADPGlo	KCNK3 block
NC(=O)CC[C@H](NC(=O)c1ccc(Cl)cc1)C(=O)NNC(=O)COc1cccc(Br)c1	6	1	-3	i
Cc1cc(C(=O)COC(=O)/C=C/c2ccc(F)cc2)c(C)n1C	3	-1	-4	i
CC(=O)Oc1c(C)c(C)c2c(c1C)CCC(C)(CCCC(C)CCCC(C)CCCC(C)C)O2 (configuration not stated)	-3	-3	10	i
CC(NC(=O)COC(=O)CCC(=O)c1ccc(Cl)cc1)c1ccccc1 (configuration not stated)	3	4	-3	i
CC(=O)c1ccc(N(CC(=O)NC2CCS(=O)(=O)C2)S(=O)(=O)c2ccc(Cl)cc2)cc1 (configuration not stated)	0	-1	-1	i
COc1cc(Cl)c(C)cc1NC(=O)COC(=O)c1ccc(CN2CCCC2=O)cc1	5	-6	-4	i
O=C(Nc1cc([N+](=O)[O-])ccc1F)C1CCN(S(=O)(=O)c2cccs2)CC1	6	-2	-7	i
CS(=O)(=O)c1ccc(Cl)c(NC(=O)CSc2nnc(-c3cccs3)n2N)c1	4	0	-6	i
O=C(c1cccc(N2C(=O)C3CC=CCC3C2=O)c1)N1CCN(c2ccccc2)CC1 (configuration not stated)	5	-1	1	i
C#CCOCCOCCOCCNc1nc(N2CCN(C(=O)CCCCCCCCCCNC(=O)[C@H](CCCCN)n3cc(CCCC(=O)O)nn3)CC2)nc(N2CCN(C(=O)CCCCCCCCCCNC(=O)[C@@H]([C@H](C)O)n3cc(C)nn3)CC2)n1	4	-1	10	i
CC(C)(OC(=O)c1ccc(F)cc1)c1cc2ccccc2c(=O)o1	-9	-1	-4	i
Cc1noc(C)c1NC(=O)Nc1ccc2c(c1)C(=O)N([C@H](C)CO)C[C@H](C)[C@@H](CN(C)C(=O)Nc1ccc3c(c1)OCO3)O2	4	1	3	i
O=S(=O)(Nc1cc(S(=O)(=O)N2CCOCC2)ccc1Cl)c1ccccc1	2	-3	-5	i
COC(=O)c1ccc(CNC(=O)c2ccc(OC)c(S(=O)(=O)NC3CCCC3)c2)cc1	0	-6	0	i
CC(C)n1ncc2c(C(=O)N3CCN(Cc4ccc(Br)s4)CC3)cc(C3CC3)nc21	5	3	10	i
O=C(COC(=O)c1ccc(O)cc1O)NNC(=O)c1cccs1	-5	-1	4	i
NC(=O)C1CCN(c2nc(-c3ccccc3F)cs2)CC1	-1	-2	5	i
C[C@@H]1CN([C@@H](C)CO)C(=O)c2cccc(NC(=O)c3ccncc3)c2O[C@@H]1CN(C)Cc1ccc(-c2ccccc2)cc1	3	-3	4	i
C[C@H]1CN([C@@H](C)CO)C(=O)c2cc(NC(=O)C3CCCCC3)ccc2O[C@H]1CN(C)S(=O)(=O)c1ccccc1	-1	0	-3	i
CCc1nnc(-n2nc(C)cc2-c2ccccc2)n1N	2	-1	-8	i
Cc1cccc(Nc2nnc(SCC(=O)c3c(N)n(C4CC4)c(=O)[nH]c3=O)s2)c1C	-4	0	6	i
CCCN(C(=O)c1cnccn1)c1c(N)n(Cc2ccccc2)c(=O)[nH]c1=O	-3	-6	-2	i
COc1ccc(-c2oc(=O)c3cc(OC)c(OC)cc3c2/C=C/c2ccc([N+](=O)[O-])cc2)cc1	-3	-3	9	i
Cc1ccc(C)c(S(=O)(=O)N2CCN(C(=O)c3ccc4ccccc4n3)CC2)c1	5	-2	-5	i
CC(=O)c1ccc(OCCCC(=O)Nc2cccc(S(=O)(=O)N3CCOCC3)c2)cc1	-6	4	-2	i
SMILES	HDAC3 inhib	GSK3 alpha inh	Dyrk1A ADPGlo	KCNK3 block
O=C(Nc1ccc(N2CCOCC2)c(S(=O)(=O)Nc2ccccc2Cl)c1)c1ccccc1	12	-6	-5	i
COc1ccc(C(=O)NCc2ccc(Cl)cc2)cc1S(=O)(=O)N1CCCC1	3	0	-5	i
COc1ccc(-n2c(C)nc(=O)c(-c3ccccc3)c2C)cc1	1	0	2	i
O=C(O)/C(=C\c1cccc(C(F)(F)F)c1)c1ccc(S(=O)(=O)N2CCCC2)s1	5	4	-5	i
Cc1ccc(Nc2nnc(SC(C)C(=O)NC3CC3)s2)cc1 (configuration not stated)	2	-2	-3	i
C/C=C/c1ccc(O)c(OC)c1	4	-2	2	i
CC1(C)C=Cc2c(ccc3c2OC[C@H](c2ccc(O)cc2O)C3)O1	21	0	6	i
CCN(CC)S(=O)(=O)c1ccc(N2CCOCC2)c(NC(=O)c2ccco2)c1	1	0	-2	i
COc1ccc(C)cc1NC(C)C(=O)NC(=O)NC1CCCCC1 (configuration not stated)	-2	1	0	i
CCOC(=O)[C@H]1[C@H]2COc3ccc(Br)cc3[C@@H]2N2C(=O)c3cc(F)c(F)cc3NC(=O)[C@@]12C	10	-2	1	i
CCOC(=O)CN1C(=O)N[C@@H](c2ccccc2)C(C(=O)OC)=C1C	-4	-5	10	i
CN(C)CCCO[C@@H]1[C@H]2OC(C)(C)O[C@H]2O[C@@H]1[C@H](O)CO	10	-4	-5	i
CCC(C(=O)OCC(=O)N1CCN(S(=O)(=O)c2ccc(C)cc2C)CC1)c1ccccc1 (configuration not stated)	4	-2	-6	i
CCN1CCN(S(=O)(=O)c2ccc(Cl)c(C(=O)NC3CCC(C)CC3)c2)CC1 (configuration not stated)	-1	-4	0	i
O=c1oc(CCCO)cc2ccc(C#Cc3cccnc3)cc12	-15	-2	12	i
Cc1ccc(C(C)C)c(OCC(=O)NNC(=O)Cn2[nH]c(=O)c3ccccc3c2=O)c1	5	0	3	i
CC(C)CN(C(=O)CSc1nnc2ccccn12)C1CCS(=O)(=O)C1 (configuration not stated)	-14	-2	-4	i
Cc1ccc(N2C(=O)C3Sc4[nH]c(=O)sc4C(c4ccccc4)C3C2=O)cc1 (configuration not stated)	3	1	2	i
N#Cc1ccc(C(=O)Nc2cccc(S(=O)(=O)NC3=NCCC3)c2)cc1	3	-5	2	i
COc1ccccc1N(C)S(=O)(=O)c1ccc(C(=O)Nc2ncc(C)s2)cc1	-3	-1	0	i
Cc1cc(C)c(NC(=O)CNC(=O)c2ccc3ncsc3c2)c(C)c1	0	1	1	i
Cc1c(C(=O)N2CCN(S(=O)(=O)c3cc(F)ccc3F)CC2)oc2ccccc12	-1	-1	0	i
COc1ccccc1-n1cnnc1SC(C)C(=O)NCC1CCCO1 (configuration not stated)	-4	-2	7	i
CN(C)C(=O)c1ccc(NC(=O)COC(=O)Cn2cc(C(F)(F)F)ccc2=O)cc1	4	0	-1	i
O=C(COc1ccc(Cl)cc1)OCC(=O)c1ccc[nH]1	1	-1	0	i

Shown comma-delimited: entries from further up.
Molecule,HDAC3 inhib,GSK3 alpha inh,Dyrk1A ADPGlo,KCNK3 block
Cc1c(C(=O)N2CCN(S(=O)(=O)c3cc(F)ccc3F)CC2)oc2ccccc12,-1,-1,0,i
COc1ccccc1-n1cnnc1SC(C)C(=O)NCC1CCCO1 (configuration not stated),-4,-2,7,i

Record cards, from the list above. Screens in order: HDAC3 inhib, GSK3 alpha inh, Dyrk1A ADPGlo, KCNK3 block
Results for O=C(COc1ccc(Cl)cc1)OCC(=O)c1ccc[nH]1 : 1, -1, 0, i
Results for COc1ccc(C)cc1NC(C)C(=O)NC(=O)NC1CCCCC1 (configuration not stated) : -2, 1, 0, i
Results for CCN1CCN(S(=O)(=O)c2ccc(Cl)c(C(=O)NC3CCC(C)CC3)c2)CC1 (configuration not stated) : -1, -4, 0, i
Results for Cc1ccc(N2C(=O)C3Sc4[nH]c(=O)sc4C(c4ccccc4)C3C2=O)cc1 (configuration not stated) : 3, 1, 2, i
Results for CC(C)CN(C(=O)CSc1nnc2ccccn12)C1CCS(=O)(=O)C1 (configuration not stated) : -14, -2, -4, i

Other results follow:
SMILES	HDAC3 inhib	GSK3 alpha inh	Dyrk1A ADPGlo	KCNK3 block
Cc1cc(N2CCOCC2)c2c(N)c(C)cc(C)c2n1	6	3	3	i
O=C1CCC/C=C/C[C@H](CC(=O)N(CCO)Cc2ccccc2)C(=O)N[C@@H](Cc2ccccc2)CO1	3	-1	0	i
O=C(CN1C(=O)NC2(CCCCCC2)C1=O)N1CCCCC1	-1	4	12	i
CCCCN(C(=O)c1ccc(C)o1)c1c(N)n(CC(C)C)c(=O)[nH]c1=O	1	-3	-2	i
O=C(CSc1nc2c(c(=O)n1-c1ccc(Cl)cc1)SCC2)Nc1nccs1	14	-1	5	i
Cc1cc(C)cc(Oc2nc3c(C)cccn3c(=O)c2/C=C(\C#N)C(=O)NC2CCS(=O)(=O)C2)c1 (configuration not stated)	3	-2	-2	i
O=C(CSc1ncccn1)Nc1ccc(Cl)c(S(=O)(=O)N2CCOCC2)c1	12	3	6	i
Nn1c(SCC(=O)NC2CCCc3ccccc32)nnc1C1CC1 (configuration not stated)	3	2	-3	i
CCCCNc1c(-c2ccc(OC)c(SC3CCCCC3)c2)nc2ccc(Cl)cn12	2	1	2	i
Cc1ccccc1C(=O)O[C@H]1[C@H](Cc2ccccc2)NS(=O)(=O)[C@H]2CC3C=C[C@]12O3	-2	-1	0	i
Cc1cnc(C(=O)OCc2cc(=O)n3c(C)cccc3n2)cn1	10	-1	-6	i
O=C1CCCC/C=C\C[C@H](CC(=O)N(CCO)Cc2ccccc2)C(=O)N2CCC[C@@H]2CO1	-10	-1	-3	i
CCOC(=O)O[C@]1(C(=O)COC(=O)CC)CC[C@H]2[C@@H]3CCC4=CC(=O)C=C[C@]4(C)[C@H]3[C@@H](O)C[C@@]21C	1	1	-2	i
O=C(c1cc(-c2ccccc2)nc2ccccc12)N1CCN(C2CCS(=O)(=O)C2)CC1 (configuration not stated)	-2	-2	-1	i
C[C@H](CO)N1C[C@H](C)[C@@H](CN(C)Cc2ccccc2)Oc2c(NS(=O)(=O)c3ccc(F)cc3)cccc2C1=O	-10	-4	9	i
COc1cc(C(=O)OCc2cc(=O)n3ccsc3n2)ccc1OC(C)C	-2	-1	3	i
CC1CCCN(C(=O)CNC(=O)c2cccs2)C1 (configuration not stated)	7	-4	-5	i
CC(NC(=O)CSc1nc(=O)cc(N)n1CCc1ccccc1)c1ccccc1 (configuration not stated)	0	-2	3	i
CC(Sc1nnnn1C1CC1)C(=O)N1CC(=O)Nc2ccccc21 (configuration not stated)	2	-3	-4	i
COC(=O)[C@H]1CCCN1C(=O)Nc1cccc(Oc2c(F)c(F)c(F)c(F)c2F)c1	-4	-1	3	i
O=C(O)C(Cc1ccccc1)N=C(NS(=O)(=O)c1ccccc1)c1ccccc1 (configuration not stated)	-4	-1	-1	i
Cc1cnc(C(=O)OCC(=O)N2CC(C)CC(C)C2)cn1 (configuration not stated)	-6	-2	-4	i
Cc1cccc(C(=O)Oc2ccccc2/C=N/Nc2ccc([N+](=O)[O-])cc2)c1	-16	2	-10	i
CCCCCN(C(=O)COC(=O)c1ccc(C)cc1)c1c(N)n(CCCC)c(=O)[nH]c1=O	-7	3	0	i
COc1ccc(C)cc1NC(=O)COC(=O)C1COc2ccccc2O1 (configuration not stated)	-7	-3	-2	i
SMILES	HDAC3 inhib	GSK3 alpha inh	Dyrk1A ADPGlo	KCNK3 block
CN1C[C@@H]2[C@@H]3C(=O)N(Cc4ccccc4)C(=O)[C@@H]3[C@](C)(C1=O)N2C(=O)c1ccc(Cl)cc1	0	-2	-1	i
Cc1c(C(=O)N2CCN(c3ncccn3)CC2)oc2ccc(F)cc12	6	-3	5	i
COc1ccc(C(=O)NNC(=O)c2cccc(S(=O)(=O)N3CCOCC3)c2)cc1	4	0	-2	i
O=C1N[C@@H](c2ccccc2)COC(=O)[C@H](Cc2ccc(F)cc2)CC/C=C/C[C@@H]1CC(=O)N(CCO)Cc1ccccc1	15	-1	8	i
CCC(=O)c1ccc(OCC(O)Cn2c(C)nc3ccccc32)cc1 (configuration not stated)	-4	2	-5	i
C[C@@H]1CN([C@H](C)CO)C(=O)Cc2cc(NS(=O)(=O)c3ccc(Cl)cc3)ccc2O[C@H]1CN(C)Cc1ccc(C(F)(F)F)cc1	2	-1	3	i
CC(C)(C)OC(=O)CC[C@@H](C(=O)NCCCCCCCCCCC(=O)N1CCN(C(=O)OC(C)(C)C)CC1)n1cc(CCCCCNC(=O)OC(C)(C)C)nn1	-7	-1	-2	i
COc1ccccc1C1C2=C(N=c3s/c(=C/c4cccc(OCC(=O)O)c4)c(=O)n31)c1ccccc1CC2 (configuration not stated)	15	-1	2	i
O=C(NC(=S)N1CCCC1)c1ccccc1F	-1	-5	0	i
COc1ccc(NS(=O)(=O)c2ccc(C)c(NC(=O)C3CCCO3)c2)cc1 (configuration not stated)	-3	-1	7	i
COc1ccc(-c2cn(CCC(=O)O)c(-c3ccncc3)n2)cc1	1	-1	45	i
Cc1cc(S(=O)(=O)N2CCN(CC(=O)NCCc3cccs3)CC2)ccc1Br	10	0	4	i
N#Cc1c(NC(=O)c2ccccc2Cl)n(Cc2ccccc2)c2nc3ccccc3nc12	-3	2	-4	i
COc1ccc([C@H]2CC(=O)C=C(c3ccc(F)nc3)C2)cc1OC	-4	0	-16	i
Cc1onc(-c2c(F)cccc2Cl)c1C(=O)OCC(=O)NCc1ccccc1	-9	0	1	i
COc1ccc(CCNC(=O)COC(=O)c2ccc(S(=O)(=O)N3CCCC3)cc2)cc1OC	7	-3	2	i
COc1cccc(C(=O)OCC(=O)Nc2ccc(N3CCOCC3)cc2)c1	2	-2	5	i
CC1(C)CC(=O)C(C(C2=C(O)CC(C)(C)CC2=O)c2cccc(O)c2)C(=O)C1 (configuration not stated)	9	0	1	i
O=C(NNC(=O)c1cccs1)c1ccc(Cl)c(S(=O)(=O)N2CCCC2)c1	-9	1	12	i

Screening data from PubChem BioAssay.
